# All columns: NCI-60 one-dose screen, growth in % after 48 h at 10 µM unless noted; 100 = growth as untreated, 0 = no growth, -100 = all killed.
# NCI-H322M = NCI-H322M lung cancer | actives 2.7% (n = 80,000) | AID 1794733
# RXF 393 = RXF 393 renal cancer cells | actives 6.9% (n = 77,000)
# NCI-H460 = NCI-H460 lung cancer | actives 6.8% (n = 82,000)
# COLO 205 = COLO 205 colon cancer | AID 1794742 | actives 7.3% (n = 79,000)
# NCI-H23 = NCI-H23 lung cancer; actives 4% (n = 80,000)
# NCI-H522 = NCI-H522 lung cancer. actives 8% (n = 78,000)
# A498 = A498 renal cancer cells. actives 5.4% (n = 76,000)
# NCI-H226 = NCI-H226 lung cancer | AID 1794732 | actives 3.5% (n = 79,000)
# HT29 = HT29 colon cancer; actives 7.4% (n = 81,000)
# * = called active by the depositor; / = no result given. Rule for the calls: active = growth percent below 10; inactive = the rest.
1. CN1CCC(O)(c2ccc(F)cc2)C(C(=O)c2ccc(F)cc2)C1 (stereo not given)
2. COc1ccccc1C=C1C(=O)NC(=S)NC1=O
3. CC(=O)OCC1=C(C(=O)O)N2C(=O)[C@@H](NC(=O)CCCC(N)C(=O)O)C2SC1 (stereo not given in full)
4. CCCCCCCCCCCCCCCCCC1OC[C@H](COC(=O)O[C@@H](C(=O)O[C@H]2C[C@@]3(O)[C@@H](OC(=O)c4ccccc4)[C@@H]4[C@]5(OC(C)=O)CO[C@@H]5C[C@H](O)[C@@]4(C)C(=O)[C@H](OC(C)=O)C(=C2C)C3(C)C)[C@@H](NC(=O)c2ccccc2)c2ccccc2)O1 (stereo not given in full)
5. CC(=O)O[C@H]1CC[C@H]2[C@@H]3CC=C4c5nc(-c6cccc(Cl)c6)sc5CC[C@]4(C)[C@H]3CC[C@]12C
6. C#Cc1cccc(Nc2nc(Cl)nc3cc(NC(=O)CF)ccc23)c1
7. c1cnc(OCCN2CC2)cn1
8. O=C(NNC(=O)C(Cl)Cl)C(Cl)Cl
9. C=CC(O)CN1CC1CC (stereo not given)

compound no.	1	2	3	4	5	6	7	8	9
NCI-H322M	99	114	102	47	116	80	103	98	106
RXF 393	103	123	112	65	105	100	114	98	115
NCI-H460	109	103	115	21	109	29	109	106	100
COLO 205	115	102	108	13	118	42	111	117	114
NCI-H23	99	106	99	43	101	80	111	102	99
NCI-H522	79	130	101	60	99	29	90	61	/
A498	104	99	108	72	/	87	120	90	90
NCI-H226	108	105	96	94	110	87	96	93	105
HT29	122	114	108	16	112	16	108	94	/

# Entries of single compounds, looked up by structure. Order of values: NCI-H322M	RXF 393	NCI-H460	COLO 205	NCI-H23	NCI-H522	A498	NCI-H226	HT29
# CCCCCCCCCCCCCCCCCC1OC[C@H](COC(=O)O[C@@H](C(=O)O[C@H]2C[C@@]3(O)[C@@H](OC(=O)c4ccccc4)[C@@H]4[C@]5(OC(C)=O)CO[C@@H]5C[C@H](O)[C@@]4(C)C(=O)[C@H](OC(C)=O)C(=C2C)C3(C)C)[C@@H](NC(=O)c2ccccc2)c2ccccc2)O1 (stereo not given in full) is listed with 47	65	21	13	43	60	72	94	16
# CC(=O)O[C@H]1CC[C@H]2[C@@H]3CC=C4c5nc(-c6cccc(Cl)c6)sc5CC[C@]4(C)[C@H]3CC[C@]12C is listed with 116	105	109	118	101	99	/	110	112
# C=CC(O)CN1CC1CC (stereo not given) is listed with 106	115	100	114	99	/	90	105	/

# An excerpt (hit frequency here may not be typical).
